KB-3-1 cytotox – KB-3-1 parental cell cytotoxicity; Potency, µM (top dose mostly 46.1 µM), inactives show top-dose activity change, negative = cytotoxic, usual class: cytotoxic; KB-3-1 viability, CellTiter-Glo ATP luminescence, 72 h; 400,000 compounds, 1.4% hits; note: potency is the fitted concentration of half-maximal effect; % is set by controls: 0 for no effect and ±100 for the full control effect; nearly all actives have a fitted effect of over 60% in size
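KB-3-1 cells, DMEM (no phenol red) + 10% FBS; compound by pin transfer, 72 h, 37 °C. Readout: CellTiter-Glo luminescence after 10 min. Data normalized, curve-fitted.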
MCF10A rerep – DNA re-replication induction in MCF 10a cells | MCF 10A DNA re-replication, Hoechst nuclear intensity, 48 h | Potency, µM (highest dose often 46.1 µM), without a hit: at the top dose activity, positive = re-replication, actives largely listed as activators | 350,000 compounds, 2.9% hits; note: potency is the fitted concentration of half-maximal effect; % of control where 0% means no effect; nearly all actives have a fitted effect of over 50% in size
ATXN2 expr inh – inhibitors of ATXN2 expression; Potency, µM (series often up to 57 µM), for inactives: top-dose activity change, negative = inhibition, most hits filed as inhibitors; AID 1745845; 360,000 compounds, 0.72% hits; HEK-293 ATXN2-luciferase reporter, luminescence, 24 h; note: potency is the fitted concentration of half-maximal effect; % is set by controls: 0 for no effect and ±100 for the full control effect; nearly all actives have a fitted effect of over 55% in size
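ATXN2-luciferase reporter cells (luciferase flanked by upstream and downstream ATXN2 gene portions) were treated 24 h at 37 °C with compounds at up to 57 uM. SteadyGlo luminescence gave expression; GF-AFC fluorescence gave viability.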
SW480 rerep – induces DNA re-replication in SW480 colon adenocarcinoma cells. SW480 DNA re-replication, Hoechst DNA content imaging, 48 h. Potency, µM (top dose mostly 46.1 µM), for inactives: at the top dose re-replication activation, most hits filed as activators. 340,000 compounds, 1.8% hits. AID 624297; note: potency is the fitted concentration of half-maximal effect; % of control where 0% means no effect; nearly all actives have a fitted effect of over 55% in size
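Image-based DNA-content assay: after two days of treatment, nuclei were labelled with the DNA dye Hoechst and imaged, and hits were compounds raising the count of nuclei showing high fluorescence intensity.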
IL1B secr inh – blocks inflammasome-driven IL-1 beta release. activity change, % at 57.5 µM. THP-1 LPS/ATP IL-1B secretion, AlphaLISA, 16 h; hits give low values. 360,000 compounds, 4.7% hits. AID 743279; in the data active = activity change below about -50%; inconclusive = mostly about -30% to -49%; note: % is set by controls: 0 for no effect and ±100 for the full control effect
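THP-1 cells pretreated 1 hr with compounds (up to 57.5 uM final), then stimulated with LPS (250 ng/mL final) plus ATP (1.25 mM final); secreted IL-1B measured by AlphaLISA after 16 hr, decreased signal indicating inhibition.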
HT1080 IDH1KD tx – HT-1080 IDH1 knockdown cell toxicity (counter line); AID 686971; HT-1080 IDH1 knockdown viability, ATP luminescence, 48 h; Potency, µM (series often up to 46.1 µM), without a hit: at the top dose activity, negative = toxicity, actives largely listed as cytotoxic; 360,000 compounds, 2% hits;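 note: potency is the fitted concentration of half-maximal effect; 0% = DMSO wells and -100% = cell-free medium wells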
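Cytotoxicity counter-line: IDH1KD HT-1080, 48 h, CellTiter-Glo. Curves classed by r2, magnitude and activity.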
HepG2 tox – HepG2 cytotoxicity, counter-screen for TGF-b inhibitors; HepG2 CAGA-GFP viability, ATP luminescence, 18 h; Potency, µM (doses to about 46.1 µM), without a hit: top-dose activity change, negative = cytotoxicity, actives largely listed as cytotoxic; 410,000 compounds, 0.76% hits; AID 588856; note: potency is the fitted concentration of half-maximal effect; some results filed as inactive show a strong effect at the top dose
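HepG2 CAGA-GFP cells (1000/well, DMEM with 1% FBS) received compound, then TGF-beta at 500 pg/mL final, and were incubated 18 hours at 37 degrees C. Viability was read by CellTiter-Glo luminescence. Media-only wells were set as complete cell-killing and DMSO as no toxicity.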
HT1080NT lethal – kills 2HG-producing HT-1080-NT fibrosarcoma cells | HT-1080-NT fibrosarcoma viability, CellTiter-Glo ATP luminescence, 48 h | Potency, µM (doses to about 46.1 µM), for inactives: at the highest dose activity, negative = less viability, most hits filed as cytotoxic | 360,000 compounds, 1.6% hits;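 note: NT is the 2HG producing partner of a matched IDH1 knockdown line; potency is the fitted concentration of half-maximal effect; 0% = DMSO-treated cells and -100% = media-only wells without cells; nearly all actives have a fitted effect of over 55% in size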
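Read-out is CellTiter-Glo luminescence after 10 minutes at room temperature, following 48 hours' compound treatment of HT-1080-NT cells (750 cells/well, RPMI, 5% FBS, 37 degrees C).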
ATXN viability – viability counter-screen for ATXN expression inhibitors; S2 cells (HEK-293 line with an ATXN2-luciferase reporter) viability, CellTiter-Fluor protease fluorescence, 24 h; Potency, µM (top dose mostly 56.7 µM), hits mostly cytotoxic; 400,000 compounds, 0.49% hits; note: potency is the fitted concentration of half-maximal effect; nearly all actives have a fitted effect of over 40% in size
The depositor's hits bear a star; & = joins results of further samples; [ ] = another dose, or the depositor's remark. Unless noted, calls come from the whole dose curve; as a rule, active = well fitted curve in the direction sought with a large enough effect; inconclusive = small, poorly fitted or top-dose-only effect, or another doubt; inactive = no such curve, though single readings can be large; an effect the other way counts as inactive or inconclusive. The order is random. Share with any hit: about 8.9%.

O=C(COc1ccccc1F)NCC(c1ccco1)N1CCCC1 (stereo unspecified) was read as KB-3-1 cytotox 12%, MCF10A rerep inconclusive, ATXN2 expr inh -28%, SW480 rerep 0%, IL1B secr inh 0, HT1080 IDH1KD tx -2%, HepG2 tox 7%, HT1080NT lethal 7% and ATXN viability inactive.
Cc1[nH]c2ccc(F)cc2c1CCN(Cc1cccnc1)C(=S)Nc1ccc(F)cc1 was read as KB-3-1 cytotox 0%, MCF10A rerep -12%, ATXN2 expr inh -33%, SW480 rerep -12%, IL1B secr inh -3, HT1080 IDH1KD tx -5%, HepG2 tox -16%, HT1080NT lethal 0% and ATXN viability inconclusive.
COC(=O)C1=C(O)/C(=C\c2ccc(CNC(=O)C(=O)Nc3ccc(C)cc3)o2)N=C1C was read as KB-3-1 cytotox -3%, MCF10A rerep -1%, ATXN2 expr inh -12%, SW480 rerep 21%, IL1B secr inh 21, HT1080 IDH1KD tx 2%, HepG2 tox -8%, HT1080NT lethal -1% and ATXN viability inactive.
For O=C1CCc2cc(Br)ccc2O1 the results were KB-3-1 cytotox -2%, MCF10A rerep 3%, ATXN2 expr inh -9%, SW480 rerep 5%, IL1B secr inh 10, HT1080 IDH1KD tx 15%, HepG2 tox 7%, HT1080NT lethal 3% and ATXN viability inactive.
`Cc1ccc(S(=O)(=O)N2CC(O)CC2C(=O)Nc2ccc3c(c2)CCC3)cc1` (stereo unspecified) gave KB-3-1 cytotox 28%, MCF10A rerep -6%, ATXN2 expr inh 5%, SW480 rerep 2%[9.22 µM], IL1B secr inh -9, HT1080 IDH1KD tx 1%, HepG2 tox -5%, HT1080NT lethal 0% and ATXN viability inactive.
Screening CC(=O)Oc1cccc(N2C(=O)c3ccc(C(=O)Nc4cccnc4)cc3C2=O)c1 returned KB-3-1 cytotox -1%, MCF10A rerep 2%, SW480 rerep -1%, IL1B secr inh 32, HT1080 IDH1KD tx 5%, HepG2 tox 0%, HT1080NT lethal 10% and ATXN viability inactive.
For Cc1nc(C(C)N(C)Cc2nc(-c3ccc4c(c3)OCO4)no2)c(C)s1 (stereo unspecified) the results were KB-3-1 cytotox 0%, MCF10A rerep inconclusive, ATXN2 expr inh 6%, SW480 rerep 3.7µM*, IL1B secr inh -18, HT1080 IDH1KD tx -6%, HepG2 tox -8%, HT1080NT lethal -2% and ATXN viability inactive.
Screening COc1ccccc1C(=O)N1CCC(N2CCN(c3ccccc3OC)CC2)CC1 returned KB-3-1 cytotox -2%, MCF10A rerep -4%, ATXN2 expr inh 10%, SW480 rerep 13%, IL1B secr inh 7, HT1080 IDH1KD tx -6%, HepG2 tox 7%, HT1080NT lethal -5% and ATXN viability inactive.
CC1(C(=O)NCC2CCOCC2)Cc2c(-c3cccc(C(N)=O)c3)ccnc2O1 (stereo unspecified) was read as KB-3-1 cytotox inconclusive, ATXN2 expr inh 10%, IL1B secr inh 41, HT1080 IDH1KD tx inconclusive, HepG2 tox -3%, HT1080NT lethal inconclusive and ATXN viability inactive.
Screening O=C(COC(=O)c1cccs1)Nc1ccccc1Cl returned KB-3-1 cytotox -1%, MCF10A rerep -1%, ATXN2 expr inh 0%, SW480 rerep -4%, IL1B secr inh -7, HT1080 IDH1KD tx 12%, HepG2 tox -13%, HT1080NT lethal 17% and ATXN viability inactive.
For O=C(NCc1ccc2c(c1)OCO2)C1CCN(c2nccc(C(F)(F)F)n2)CC1 the results were KB-3-1 cytotox 2%, MCF10A rerep -2%, SW480 rerep inconclusive, IL1B secr inh 4, HT1080 IDH1KD tx 15%, HepG2 tox 5%, HT1080NT lethal -6% and ATXN viability inactive.
`O=C(/C=C\c1cn(-c2ccccc2)nc1-c1ccccc1)Nc1nccs1` gave KB-3-1 cytotox inconclusive, MCF10A rerep inconclusive, ATXN2 expr inh -12%, SW480 rerep inconclusive, IL1B secr inh -9, HT1080 IDH1KD tx 21µM*, HepG2 tox -60%, HT1080NT lethal 15µM* and ATXN viability inconclusive.
Screening COc1ccccc1NC(=O)CSc1nnnn1-c1ccc(C)cc1 returned KB-3-1 cytotox 5%, MCF10A rerep 21%, ATXN2 expr inh -9%, SW480 rerep -2%, IL1B secr inh 26, HT1080 IDH1KD tx 3%, HepG2 tox -18%, HT1080NT lethal 3% and ATXN viability inactive.
Cc1ccc(/C=C2\C(=O)Nc3ccccc32)o1 was read as KB-3-1 cytotox inconclusive, MCF10A rerep -7%, ATXN2 expr inh 6%, SW480 rerep 22%, IL1B secr inh 2, HT1080 IDH1KD tx -7%, HepG2 tox -6%, HT1080NT lethal 4% and ATXN viability inconclusive.
For CCc1nc2c(cnn2-c2ccc(Cl)cc2)c(=O)n1-c1ccc(OC)cc1 the results were KB-3-1 cytotox inconclusive, MCF10A rerep 22%, ATXN2 expr inh inconclusive, SW480 rerep inconclusive, IL1B secr inh inconclusive, HT1080 IDH1KD tx inconclusive, HepG2 tox -26%, HT1080NT lethal inconclusive and ATXN viability inactive.
For CCCC[C@@H]1CC2=C(C(=O)OC(C)(C)O2)[C@H](c2ccc(C(C)C)cc2)O1 the results were KB-3-1 cytotox -1%, ATXN2 expr inh 14%, IL1B secr inh 48, HT1080 IDH1KD tx -25%, HT1080NT lethal inconclusive and ATXN viability inactive.
Screening COc1ccc(-c2[nH]ncc2CN2CCC(OCc3ccccn3)CC2)c(F)c1 returned KB-3-1 cytotox 16%, MCF10A rerep -2%, SW480 rerep -12%, IL1B secr inh 10, HT1080 IDH1KD tx 2%, HepG2 tox 4%, HT1080NT lethal 0% and ATXN viability inactive.
Screening CC1(C)CC(=O)N(c2ccc(Cl)c(Cl)c2)C(=O)C1 returned KB-3-1 cytotox 6%, MCF10A rerep -16%, ATXN2 expr inh 23%, SW480 rerep -4%, IL1B secr inh 10, HT1080 IDH1KD tx -2%, HepG2 tox 0%, HT1080NT lethal -11% and ATXN viability inactive.
Screening O=C(Nc1cccc(Cl)c1)c1ccc(Cn2cc(Cl)cn2)cc1 returned KB-3-1 cytotox 1%, MCF10A rerep -6%, ATXN2 expr inh 17%, SW480 rerep 5%, IL1B secr inh -2, HT1080 IDH1KD tx -2%, HepG2 tox -11%, HT1080NT lethal -3% and ATXN viability inactive.
For COc1ccc(-c2csc(C(O)c3ccccc3)n2)cc1 (stereo unspecified) the results were KB-3-1 cytotox 0%, ATXN2 expr inh 41%[activator], IL1B secr inh 12, HT1080 IDH1KD tx -13%, HepG2 tox -21%, HT1080NT lethal 17% and ATXN viability inactive.
For N/C(Cc1ccc(Cl)cc1Cl)=N\OC(=O)c1ccccc1F the results were KB-3-1 cytotox -1%, MCF10A rerep 2%, ATXN2 expr inh 45%[activator], SW480 rerep -3%, IL1B secr inh -14, HT1080 IDH1KD tx 4%, HepG2 tox 1%, HT1080NT lethal 9% and ATXN viability inactive.
For COc1ccc(Cl)cc1NC(=O)Cn1c(=O)n2nc(C)nc2c2ccccc21 the results were KB-3-1 cytotox -9%, MCF10A rerep 15%, ATXN2 expr inh -7%, SW480 rerep -1%, IL1B secr inh 4, HT1080 IDH1KD tx 7%, HepG2 tox -8%, HT1080NT lethal -2% and ATXN viability inactive.
For Cc1cc[n+]2cc(-c3cccc([N+](=O)[O-])c3)c(-c3cccc([N+](=O)[O-])c3)cc2c1 the results were KB-3-1 cytotox 3%, MCF10A rerep -2%, ATXN2 expr inh -7%, SW480 rerep 2.6µM*, IL1B secr inh -10, HT1080 IDH1KD tx 3%, HepG2 tox -1%, HT1080NT lethal 1% and ATXN viability inactive.
CC1=C[C@@H](C)[C@@H](c2ccccc2)OC1=O was read as KB-3-1 cytotox 6%, MCF10A rerep 28%, ATXN2 expr inh 2%, SW480 rerep inconclusive, IL1B secr inh 2, HT1080 IDH1KD tx 5%, HepG2 tox 4%&-6%, HT1080NT lethal 3% and ATXN viability inactive.
Screening N#Cc1c(-c2ccc(F)cc2)cc(-c2cccnc2)nc1N returned KB-3-1 cytotox 0%, MCF10A rerep 5%, ATXN2 expr inh -7%, SW480 rerep 4%, IL1B secr inh -4, HT1080 IDH1KD tx 9%, HepG2 tox 6%, HT1080NT lethal 15% and ATXN viability inactive.
COc1ccc(S(=O)(=O)N[C@H](C(=O)O)C(C)C)cc1 was read as KB-3-1 cytotox -9%, MCF10A rerep -6%, ATXN2 expr inh 2%, SW480 rerep -8%, IL1B secr inh -19, HT1080 IDH1KD tx 12%, HepG2 tox 9%, HT1080NT lethal 13% and ATXN viability inactive.

Already shown: 4 of the compounds above.
For COc1ccc(-c2csc(C(O)c3ccccc3)n2)cc1 (stereo unspecified) the results were KB-3-1 cytotox 0%, ATXN2 expr inh 41%[activator], IL1B secr inh 12, HT1080 IDH1KD tx -13%, HepG2 tox -21%, HT1080NT lethal 17% and ATXN viability inactive.
For N/C(Cc1ccc(Cl)cc1Cl)=N\OC(=O)c1ccccc1F the results were KB-3-1 cytotox -1%, MCF10A rerep 2%, ATXN2 expr inh 45%[activator], SW480 rerep -3%, IL1B secr inh -14, HT1080 IDH1KD tx 4%, HepG2 tox 1%, HT1080NT lethal 9% and ATXN viability inactive.
For COc1ccc(Cl)cc1NC(=O)Cn1c(=O)n2nc(C)nc2c2ccccc21 the results were KB-3-1 cytotox -9%, MCF10A rerep 15%, ATXN2 expr inh -7%, SW480 rerep -1%, IL1B secr inh 4, HT1080 IDH1KD tx 7%, HepG2 tox -8%, HT1080NT lethal -2% and ATXN viability inactive.
For Cc1cc[n+]2cc(-c3cccc([N+](=O)[O-])c3)c(-c3cccc([N+](=O)[O-])c3)cc2c1 the results were KB-3-1 cytotox 3%, MCF10A rerep -2%, ATXN2 expr inh -7%, SW480 rerep 2.6µM*, IL1B secr inh -10, HT1080 IDH1KD tx 3%, HepG2 tox -1%, HT1080NT lethal 1% and ATXN viability inactive.
